Screens: PubChem, National Center for Advancing Translational Sciences (NCATS)
TrxR1 inh – rat TrxR1 inhibition; Potency, µM (top dose mostly 114 µM), for inactives: at the top dose activity change, negative = inhibition, usual class: inhibitors; O89049; AID 588453; recombinant rTrxR1, NADPH fluorescence consumption, selenite substrate; 390,000 tested, 1% active; also: potency is read from the fitted curve at half-maximal effect; % is scaled to controls: 0 for no effect and ±100 for the full control effect; nearly all actives have a fitted effect of over 65% in size
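Rat TrxR1 (90 nM in the dispensed reagent) was pre-reduced with 400 uM NADPH for 5 min at room temperature, then incubated with compound for 15 min. After 400 uM selenite was added, NADPH fluorescence (Ex 340/Em 450 nm) was followed for 8 min.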
PGK inhibitor – inhibitors of T. brucei phosphoglycerate kinase | 380,000 tested, 0.043% active | Potency, µM (series often up to 57.5 µM), without a hit: at the highest dose activity change, negative = inhibition, hits mostly inhibitors | AID 602233 | P07378 | PGK/GAPDH coupled, Kinase-Glo luminescence, 60 min; also: potency is read from the fitted curve at half-maximal effect; % is scaled to controls: 0 for no effect and ±100 for the full control effect; nearly all actives have a fitted effect of over 60% in size
Target sequence (P07378 whole entry, looked up): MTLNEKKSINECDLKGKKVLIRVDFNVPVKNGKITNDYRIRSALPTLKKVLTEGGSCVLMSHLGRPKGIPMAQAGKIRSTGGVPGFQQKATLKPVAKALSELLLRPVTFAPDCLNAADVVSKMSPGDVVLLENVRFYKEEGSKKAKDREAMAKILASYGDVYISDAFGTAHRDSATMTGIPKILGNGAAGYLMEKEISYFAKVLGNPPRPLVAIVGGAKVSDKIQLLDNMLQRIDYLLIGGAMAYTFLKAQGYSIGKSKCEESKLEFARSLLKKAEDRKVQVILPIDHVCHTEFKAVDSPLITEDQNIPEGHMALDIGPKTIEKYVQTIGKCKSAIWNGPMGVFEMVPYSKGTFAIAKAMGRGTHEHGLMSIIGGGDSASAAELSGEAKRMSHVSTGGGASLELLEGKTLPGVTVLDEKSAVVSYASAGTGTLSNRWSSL
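Recombinant glycosomal PGK reaction used 1,3-bisphosphoglycerate generated in-well by GAPDH (100nM final) in 100mM TEA pH 7.6, 5mM MgCl2, 0.01% Tween-20. After 60 minutes at room temperature, ATP was read by Kinase-Glo Plus luminescence end-point.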
PI4K2A inh – inhibitors of human PI4K2A. Q9BTU6. purified PI4K2A, ADP-Glo luminescence, 1 h; active compounds read low. activity change, negative = inhibition, % at 76.9 µM. 420,000 tested, 0.13% active. AID 1346378; in the data active = activity change below about -50%; inconclusive = mostly about -30% to -49%;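 also: -100% = wells without enzyme as full effect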
Target sequence (Q9BTU6 whole entry, looked up): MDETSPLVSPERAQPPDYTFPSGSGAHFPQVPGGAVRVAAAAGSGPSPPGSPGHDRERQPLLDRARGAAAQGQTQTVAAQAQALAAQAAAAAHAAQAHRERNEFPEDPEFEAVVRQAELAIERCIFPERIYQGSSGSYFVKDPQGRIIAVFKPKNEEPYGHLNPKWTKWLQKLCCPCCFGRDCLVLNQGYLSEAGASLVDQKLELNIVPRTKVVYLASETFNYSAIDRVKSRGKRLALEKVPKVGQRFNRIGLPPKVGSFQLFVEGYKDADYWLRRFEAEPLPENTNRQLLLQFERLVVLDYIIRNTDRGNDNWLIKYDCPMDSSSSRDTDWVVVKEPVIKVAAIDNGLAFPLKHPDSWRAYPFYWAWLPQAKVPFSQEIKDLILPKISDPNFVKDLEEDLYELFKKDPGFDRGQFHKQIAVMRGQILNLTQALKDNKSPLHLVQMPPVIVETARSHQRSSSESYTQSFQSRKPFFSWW
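In this quantitative HTS, ADP production by PI4K2A was quantified luminescently after 1 h at ambient temperature; 100 microM adenosine served as plate-quality control.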
IDH1 R132H inh – blocks human mutant IDH1 R132H enzyme | O75874 | IDH1-R132H enzyme, NADPH consumption, diaphorase/resazurin fluorescence | Potency, µM (titrated, usually from 76.6 µM), inactives show top-dose activity change, negative = inhibition, hits mostly inhibitors | 390,000 tested, 0.093% active; also: potency is read from the fitted curve at half-maximal effect; % is scaled to controls: 0 for no effect and ±100 for the full control effect; nearly all actives have a fitted effect of over 65% in size
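IDH1-R132H (0.5 ug/mL) preincubated 30 min with compound, then NADPH (0.016 mM) and alpha-KG (2 mM) added; 80 min at RT, pH 7.5. Remaining NADPH coupled via diaphorase/resazurin to fluorescence (540/590 nm); concentration-response curves normalized to no-enzyme control.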
HP1b chromo inh – HP1-beta chromodomain-methylated histone interaction inhibition; P83916; AlphaScreen HP1-beta / biotin-H3K9me3 peptide binding; Potency, µM (series often up to 114 µM), without a hit: at the highest dose activity change, negative = inhibition, hits mostly inhibitors; 390,000 tested, 0.56% active; also: potency is read from the fitted curve at half-maximal effect; nearly all actives have a fitted effect of over 70% in size; inactives centre near 23
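Compound inhibition of the preformed complex between 50 nM HP1-beta and 50 nM biotinylated H3K9me3 peptide was read by AlphaScreen. Buffer was PBS pH 7.4 with 0.01% Tween-20. Incubations ran 30 min at room temperature, with 10 ug/mL donor/acceptor beads.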
USP1-UAF1 inh – USP1/UAF1 (human) deubiquitinase inhibition. recombinant USP1/UAF1, Ub-Rhodamine cleavage fluorescence. Potency, µM (top dose mostly 57.1 µM), for inactives: at the top dose activity change, negative = inhibition, usual class: inhibitors. 390,000 tested, 0.23% active. O94782; also: potency is read from the fitted curve at half-maximal effect; % is scaled to controls: 0 for no effect and ±100 for the full control effect; nearly all actives have a fitted effect of over 60% in size; inactives centre near -12
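1 nM enzyme complex + cpd, 15 min RT; start with Ub-Rho 150nM final; kinetic fluorescence ex 480/em 540, 6 reads q60 s. Buffer 50mM HEPES pH 7.8, 0.5mM EDTA, 0.1 mg/ml BSA, 1mM TCEP, 0.01% Tween-20.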
TrxR1 substrate – rat thioredoxin reductase 1 substrate activity. purified TrxR1 substrate turnover, NADPH consumption readout. Potency, µM (highest dose often 114 µM), for the others: top-dose activity change, negative = substrate turnover. 390,000 tested, 0.01% active; also: potency is read from the fitted curve at half-maximal effect; % is scaled to controls: 0 for no effect and ±100 for the full control effect; nearly all actives have a fitted effect of over 50% in size
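Rat TrxR1, dispensed at 90 nM, was prereduced with 400 uM NADPH (final) for 5 min at ~22 deg C, then incubated with compound 15 min before 400 uM selenite. A first-read NADPH fluorescence drop versus no-compound background flagged substrates.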
GLS inhibitor – glutaminase GLS (human) inhibition. AID 624170. Potency, µM (series often up to 45.5 µM), without a hit: at the top dose activity change, negative = inhibition, actives largely listed as inhibitors. GLS enzymatic activity, qHTS titration. 410,000 tested, 0.21% active. O94925; also: potency is read from the fitted curve at half-maximal effect; % is scaled to controls: 0 for no effect and ±100 for the full control effect
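Coupled fluorescence readout: glutamate oxidase/HRP/Amplex Red detect glutamate formed by hKGA from L-glutamine (1 mM solution added). Buffer 45 mM KH2PO4 pH 8.2, 0.02% Tween-20; reads at t0 and 30 min RT.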
Pin1 inhibitor – human Pin1 inhibition | Q13526 | Pin1 FP peptide displacement, HiFluor488, 10 min | Potency, µM (series often up to 115 µM), for inactives: at the top dose activity, negative = inhibition, actives largely listed as inhibitors | 390,000 tested, 0.009% active; active = well fitted inhibition curve with a large enough effect in the polarisation, with a control signal flat, not every such curve was filed as active; inconclusive = small, poorly fitted or top-dose-only effect, or effect the other way, or a change in a side signal; inactive = no such curve, though single readings can be large or run the other way; the % refers to the polarisation; also: potency is read from the fitted curve at half-maximal effect; % is scaled to controls: 0 for no effect and ±100 for the full control effect
Target sequence (Q13526 whole entry, looked up): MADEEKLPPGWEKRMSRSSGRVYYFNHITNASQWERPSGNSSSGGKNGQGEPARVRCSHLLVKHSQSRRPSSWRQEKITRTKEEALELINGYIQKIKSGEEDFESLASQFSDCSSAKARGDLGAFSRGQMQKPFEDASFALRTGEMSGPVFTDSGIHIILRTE
Active calls of the source: *; i = inactive; ? = inconclusive; . = no result given; & = joins results of further samples; [ ] = dose if it differs, or a comment. Unless noted, calls follow the shape of the dose curve; as a rule, active = well fitted curve in the direction sought with a large enough effect; inconclusive = small, poorly fitted or top-dose-only effect, or another doubt; inactive = no such curve, though single readings can be large; an effect the other way counts as inactive or inconclusive. An excerpt. The share of hits here may be higher or lower than overall.

SMILES | TrxR1 inh | PGK inhibitor | PI4K2A inh | IDH1 R132H inh | HP1b chromo inh | USP1-UAF1 inh | TrxR1 substrate | GLS inhibitor | Pin1 inhibitor
CCN(Cc1ccc2c(c1)OCCO2)C(=O)CN1C(=O)NC2(CCc3ccccc32)C1=O (centres undefined) | 23% | -9% | 0 | 8% | 34% | -23% | 4% | -14% | -1%
CC(C)c1nnc(SCC(=O)N2CCN(C(=O)c3ccco3)CC2)n1N | -1% | 1% | 0 | -6% | -13% | -5% | -3% | 2% | ?
COc1ccc(C(C(=O)NC2CCCC2)N(C(=O)c2snc(-c3ccc(F)cc3)c2N)c2ccc(F)cc2)cc1 (centres undefined) | 1%[57.1 µM] | 2% | 0 | -2% | 14% | -7% | 8%[57.1 µM] | -4% | 5%
Nc1nnc(CC(=O)N/N=C\c2cc([N+](=O)[O-])ccc2O)s1 | -9% | -6% | -2 | 6% | 29% | -19% | -10% | -2% | -4%
O=C(Nc1ccc(F)cc1)C(Sc1nc2ccccc2[nH]1)c1ccccc1 (centres undefined) | -4% | -3% | 1 | 4% | 27% | -2% | -9% | 10% | 0%
Cc1cccc(NC(=O)N2CCCC2C(=O)NCc2ccccc2)c1 (centres undefined) | 22% | -8% | -5 | 1% | 21% | -18% | 1% | -6% | 1%
C/C(=N/Nc1ncc(Br)cn1)c1ccc(Br)cc1 | 12%[57.1 µM] | 4% | 7 | 4% | -14% | 1% | 4% | ? | 2%
COCc1cc(C)nc(SCC(=O)Nc2cccc(C)c2)c1C#N | 7% | -7% | -1 | 5% | 56%[activator] | -9% | 1% | -11% | -7%
O=C(CSc1nc(-c2ccccc2)cc(=O)[nH]1)Nc1ccccc1F | 7%&-14% | -1%&0% | 0&-2 | 7%&-5% | 34%&35% | -16%&-12% | 2%&-5% | 4%&6% | 11%&19%
Cc1ccc(NC(=O)CC2C(=O)OCC3CCCCN32)cc1Cl (centres undefined) | 25% | -7% | -2 | 5% | 34% | -9% | -3% | 5% | -5%
CCC(OC(=O)C(NC(=O)c1ccccc1)c1ccccc1)C(=O)Nc1cc(C)on1 (centres undefined) | 8% | 8% | 0 | -3% | 25% | -2% | 8% | 12% | -3%
CC(C)(C)C(=O)Nc1sc2c(c1-c1nc3ccccc3[nH]1)CCCC2 | -15%[11.4 µM] | 0% | 1 | -2% | 15% | -13% | 36%[activator][11.4 µM] | 1% | 1%
COc1cc(C(=O)Nc2ccc(NC(=O)c3cccc(Cl)c3)nc2)cc(OC)c1OC | 3% | 0% | -2 | -9% | 3% | -10% | -2% | 0% | 7%
CC(=O)c1c(CC(=O)O)[nH]n(-c2nc3ccccc3s2)c1=O | -3% | -13% | ? | 11% | -4% | -16% | 6%[57.1 µM] | -11% | ?
COC(=O)C1=C(C(=O)OC)[C@@H]2N(C)c3ccccc3[C@@]23C[C@@H](CO)N(C(=O)NCCBr)C3=N1 | 18%[57.1 µM] | -5% | -2 | -20% | 3% | -8% | 0%[57.1 µM] | 0% | ?
CCOC(=O)C1CCN(C(=O)COC(=O)c2ccc3[nH]c4c(c3c2)CCCC4)CC1 | 4% | -6% | 1 | -2% | -24% | -10% | -5% | -4% | 2%
COc1ccccc1C(=O)NC(=O)CSc1cccc[n+]1[O-] | 14%[57.1 µM] | -9% | 0 | -5% | 8% | -4% | -1%[57.1 µM] | -3% | 6%
COc1ccc(S(=O)(=O)n2nc(OC(=O)c3ccncc3)cc2N)cc1 | 28µM* | -3% | -4 | 3% | 9% | -20% | 2% | 29% | 3%
O=C1CC(N2CCN(C/C=C/c3ccccc3)CC2)C(=O)N1Cc1cccs1 (centres undefined) | 3% | 5% | -2 | 1% | 13% | -15% | 5%[57.1 µM] | -1% | -2%
COc1cc(S(=O)(=O)n2cnc3ccccc32)ccc1Br | 20% | i | -1 | 2% | 35% | -18% | 2% | 8% | 2%
CCc1nnc(NC(=O)c2ccccc2NC(=O)C2CCN(C(=O)c3ccco3)CC2)s1 | -8% | . | . | . | 15% | . | 5% | . | 0%
Cc1[nH]nc2c1C(c1ccc(-c3ccccc3C#N)o1)C(C#N)=C(N)O2 (centres undefined) | ? | . | 9 | 11% | 7% | -4% | 5% | 18% | 12%
COc1cccc(OCCNC(=O)c2ccc(C)cc2)c1 | 10% | -10% | -4 | 2% | 25% | -16% | 6% | 2% | -1%
CCCCn1c(N)c(N(C)C(=O)C2CCCC2)c(=O)[nH]c1=O | 24% | 5% | 1 | -6% | 45%[activator] | -23% | 3% | 2% | 7%
COc1ccc(CNc2nccs2)cc1OC | 16%[57.1 µM] | -5% | -1 | 5% | 38% | -9% | 6%[57.1 µM] | -12% | -8%
SMILES | TrxR1 inh | PGK inhibitor | PI4K2A inh | IDH1 R132H inh | HP1b chromo inh | USP1-UAF1 inh | TrxR1 substrate | GLS inhibitor | Pin1 inhibitor
Cc1cccc(C)c1NC(=O)C1C2C=CC(C2)C1C(=O)O (centres undefined) | 15%[57.1 µM] | -7% | -1 | -2% | 40%[activator] | -17% | -1%[57.1 µM] | -4% | 1%
COc1ccc(-c2cc(OC)c3c(C)oc(C)c3c(=O)c2)cc1OC | -2% | . | -3 | 8% | -4% | ? | 4% | 13% | ?
Cc1ccc(SCc2nnc(NC(=O)c3ccccc3)s2)cc1 | 31% | -7% | -2 | 2% | 25% | -4% | 2% | -24% | -5%
COc1ccc2c([N+](=O)[O-])c(N3CCCC3)[nH]c2c1 | 7%[57.1 µM] | -6% | -2 | -1% | 47%[activator] | -20% | 2% | -9% | 0%
CCN(CC(=O)NCc1ccc(F)cc1)C(=O)/C=C/c1cccs1 | 14%[57.1 µM] | -4% | -4 | -1% | 9% | 8% | 1%[57.1 µM] | 5% | -10%
COc1ccccc1C(=O)N/C(=C\c1cn(C)c2ccccc12)C(=O)NCCN1CCOCC1 | . | 1% | -5 | -1% | . | -5% | . | 21% | .
Cc1cc(C)c(S(=O)(=O)N2CCOC2CNC(=O)C(=O)NCc2ccccn2)c(C)c1 (centres undefined) | -9% | 1% | 1 | -4% | 36% | 0% | -3% | 17% | 0%
CC(=O)Nc1ccc(C(=O)CSc2nnc3ccc4ccccc4n23)cc1 | -4% | -8% | 0 | 11% | 50%[activator] | -25% | -9% | 3% | 3%
COc1ccc(NC2=NCCC(=O)N2Cc2cccs2)cc1 | -2%[57.1 µM] | 1% | 0 | 1% | 45%[activator] | -4% | 9%[57.1 µM] | ? | -2%
O=C(NCC(F)(F)F)Nc1cccnc1 | 5%[57.1 µM] | -7% | 6 | -1% | 23% | 6% | 7%[57.1 µM] | 6% | -14%
CCC(C)(C)NC(=O)Cc1ccccc1OC | -2% | 0% | 0 | 1% | 28% | -17% | -4% | -2% | 7%
COCCNC(=O)Nc1ccc(F)cc1 | 11%[57.1 µM] | -3% | 1 | -9% | 18% | -11% | 7% | -2% | -8%
O=C(CSc1nc(-c2ccco2)cc(C(F)(F)F)n1)Nc1ccc(C(=O)N2CCOCC2)cc1 | -14% | -4% | 0 | 3% | 23% | -9% | -8% | -1% | 2%
C(=C1c2ccccc2-c2ccccc21)c1ccccn1 | 11%[57.1 µM] | -6% | 2 | 5% | 132%[activator] | -24% | 7%[57.1 µM] | -31% | 0%
O=C(c1cccnc1)N1CCc2ccccc2C1 | 16% | i | -2 | 6% | 23% | -11% | 10% | -3% | 1%
CC(C)CCOc1ccc(CO[C@@H]2[C@H]3OC(C)(C)O[C@H]3O[C@@H]2C(O)CO)cc1 (some centres undefined) | 9% | 0% | -6 | 15% | 26% | -11% | -3% | -7% | -4%
CCN(CC)C(=O)/C=C/c1ccc(OC)c(S(=O)(=O)N2CCCCC2)c1 | 7%[57.1 µM] | -5% | 2 | 8% | 21% | -16% | 2%[57.1 µM] | 5% | -7%
CC(CC(=O)N1CCN(c2ccccc2)CC1)S(=O)(=O)c1ccc2c(c1)NC(=O)CO2 (centres undefined) | 11% | -2% | 0 | 4% | 34% | -2% | -1% | 20% | 7%
CN1CCN(c2nc(-c3ccccc3)nc(-c3ccc(F)cc3)c2C#N)CC1 | 10% | -7% | -1 | -4% | 23% | -8% | -5% | 0% | 1%
CCc1c(C(=O)Nc2cc(C(=O)OC)ccc2C)csc1C | 16% | 4% | 5 | 3% | 21% | -17% | 5% | -10% | -5%
CCn1c(SCC(=O)Nc2ccc(N(C)C)cc2)nnc1-c1ccco1 | 9%[57.1 µM] | -2% | -5 | 4% | 25% | -9% | -6%[57.1 µM] | 8% | -6%
COc1ccccc1N1CCN(c2nc3ccccn3c(=O)c2C=O)CC1 | -12% | i | 34 | 20% | 16% | -20% | -3% | 2% | 13%
CC(=O)N1CCN(c2ccc([N+](=O)[O-])cc2C#N)CC1 | -12%[57.1 µM] | 7% | 4 | -5% | 25% | -18% | -10%[57.1 µM] | -2% | -1%
Cc1cc(=O)oc2cc(OCC(=O)N3CC[C@@]4(O)CCCC[C@H]4C3)c(Cl)cc12 | -5% | 8% | 7 | -2% | 3% | 19% | 10% | 2% | 7%
Cc1ccc(NC(=O)Cc2coc3ccc(C(C)C)cc23)cc1Cl | 16% | 2% | 1 | 17% | 48%[activator] | -23% | -7% | -2% | 4%
